PAD4 FP inh = PAD4 (human) enzyme inhibition; Q9UM07; recombinant PAD4, RCA probe fluorescence polarization; inhibition, % at 6.36 µM; actives 0.41% (n = 330,000);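 active = percent inhibition above a cutoff equal to the mean of all tested compounds plus 3 SD, cut at about 15% in these data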;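 note: 0% = PAD4 with RCA probe and DMSO and 100% = probe without PAD4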
LYPLA1 counter = blocks human lysophospholipase 1, a PME1 counter-screen; actives 0.16% (n = 320,000); recombinant LYPLA1, FP-Rh probe fluorescence polarization; inhibition, % at 5.9 µM;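 active = inhibition above the mean of all tested compounds plus 3 SD, set per campaign, cut at about 14% in these data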;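 note: inhibitors block serine hydrolase probe labeling of LYPLA1 so polarization falls; 0% = enzyme with DMSO and 100% = wells lacking LYPLA1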
Target sequence (O75608 whole entry, looked up): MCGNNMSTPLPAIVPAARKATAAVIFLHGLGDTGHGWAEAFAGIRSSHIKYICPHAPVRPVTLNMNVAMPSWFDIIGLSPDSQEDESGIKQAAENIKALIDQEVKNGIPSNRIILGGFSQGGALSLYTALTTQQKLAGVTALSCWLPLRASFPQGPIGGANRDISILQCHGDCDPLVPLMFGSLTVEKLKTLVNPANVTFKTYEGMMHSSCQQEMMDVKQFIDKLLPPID
PREPL inh = human PREPL enzyme inhibition; Q4J6C6; recombinant PREPL, fluorescence polarization activity-based probe; inhibition, % at 5.96 µM; actives 0.68% (n = 320,000); in the data active = inhibition above about 43%;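 note: 0% = enzyme with DMSO and 100% = wells lacking enzyme; many of its hits are not listed in these tables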
GSTO1 counter = GSTO1 inhibition, counter-screen for RBBP9 inhibitors | P78417 | recombinant GSTO1, activity-based probe fluorescence polarization | inhibition, % at 5.96 µM | actives 1.1% (n = 300,000);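 active = inhibition above the campaign mean inhibition plus 3 SD, cut at about 35% in these data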;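 note: 0% = GSTO1-1 with DMSO and 100% = wells lacking GSTO1-1 enzyme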
Target sequence (P78417 whole entry, looked up): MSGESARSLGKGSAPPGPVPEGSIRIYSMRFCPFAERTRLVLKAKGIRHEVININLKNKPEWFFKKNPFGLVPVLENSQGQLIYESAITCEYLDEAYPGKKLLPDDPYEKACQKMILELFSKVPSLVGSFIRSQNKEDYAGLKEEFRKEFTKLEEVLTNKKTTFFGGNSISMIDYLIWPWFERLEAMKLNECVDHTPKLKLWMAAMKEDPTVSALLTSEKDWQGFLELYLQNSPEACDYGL
PAFAH1B3 inh = PAFAH1B3 (human) inhibition | recombinant PAFAH1B3, FP-rhodamine probe, fluorescence polarization | AID 492972 | actives 0.28% (n = 340,000) | Q15102 | inhibition, % at 3.39 µM;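 active = inhibition above the screen-wide average of all tested compounds plus 3 SD, cut at about 25% in these data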;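 note: 0% = enzyme with DMSO only and 100% = wells lacking PAFAH1B3 protein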
EBNA-1 inhibitor = blocks EBNA-1 binding to DNA | AID 1950 | inhibition, % at 14.8 µM | EBNA-1 DNA binding, fluorescence polarization | actives 0.34% (n = 300,000); in the data active = inhibition above about 28%
LYPLA2 counter = LYPLA2 (human) inhibition in PME1 counter-screen. recombinant LYPLA2, FP-Rh probe fluorescence polarization. inhibition, % at 5.9 µM. actives 0.38% (n = 320,000);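 active = inhibition above the screen-wide mean plus 3 SD, limit set per campaign, cut at about 26% in these data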;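 note: 0% = LYPLA2 with DMSO and 100% = wells lacking LYPLA2 enzyme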
Target sequence (O95372 whole entry, looked up): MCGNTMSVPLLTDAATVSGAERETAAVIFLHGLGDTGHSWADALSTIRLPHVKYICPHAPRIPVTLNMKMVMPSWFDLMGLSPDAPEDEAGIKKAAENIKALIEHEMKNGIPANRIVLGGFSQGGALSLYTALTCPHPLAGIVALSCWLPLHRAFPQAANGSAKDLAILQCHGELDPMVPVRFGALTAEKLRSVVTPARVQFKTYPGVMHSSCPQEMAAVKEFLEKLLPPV
ZTA counter = blocks Epstein-Barr virus ZTA, an EBNA-1 counter-screen. inhibition, % at 11 µM. ZTA-DNA binding, fluorescence polarization. P03206. AID 2234. actives 0.15% (n = 320,000); in the data active = inhibition above about 33%
Target sequence (P03206 whole entry, looked up): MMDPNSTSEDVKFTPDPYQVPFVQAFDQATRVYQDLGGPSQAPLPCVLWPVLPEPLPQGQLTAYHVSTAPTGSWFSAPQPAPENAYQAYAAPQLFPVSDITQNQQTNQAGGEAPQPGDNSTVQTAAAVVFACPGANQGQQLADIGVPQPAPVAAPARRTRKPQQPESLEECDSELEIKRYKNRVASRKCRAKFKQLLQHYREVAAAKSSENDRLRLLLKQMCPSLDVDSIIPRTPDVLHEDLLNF
PAFAH2 FP inh = inhibitors of human PAFAH2 | actives 0.99% (n = 340,000) | inhibition, % at 3.39 µM | recombinant PAFAH2, FP-rhodamine activity probe, fluorescence polarization | Q99487;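 active = inhibition above the mean over all tested compounds plus 3 SD, cut at about 30% in these data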;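 note: inhibitors block probe labeling of enzyme so polarization drops; 0% = enzyme with DMSO and 100% = wells lacking PAFAH2 protein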
Numbers without * were called inactive; · = no result given.

SMILES	PAD4 FP inh	LYPLA1 counter	PREPL inh	GSTO1 counter	PAFAH1B3 inh	EBNA-1 inhibitor	LYPLA2 counter	ZTA counter	PAFAH2 FP inh
COc1ccc(C2c3c(ccc4ccccc34)Oc3ncn4nc(-c5ccco5)nc4c32)cc1OC (stereo not drawn)	0.2	-1.0	3.9	3.3	7.9	-10.6	-7.3	2.9	-3.7
O=C(CS(=O)(=O)Cc1ccccc1)NCc1ccccc1Cl	0.3	-1.1	0.8	-3.5	8.0	8.0	1.7	12.9	2.4
CCOC(=O)C1C(c2ccc(O)c(OCC)c2)NC(=S)NC1(O)C(F)(F)F (stereo not drawn)	-1.2	-1.7	6.5	4.7	5.6	12.6	1.8	-8.8	-2.8
CCCOc1ccc(C(CC(=O)O)NC(=O)c2cccs2)cc1 (stereo not drawn)	2.9	-5.0	2.0	4.2	-0.9	-1.4	-1.9	0.6	1.6
CN(CCOC(=O)c1cccc(F)c1)Cc1ccccc1	-4.2	1.4	-13.7	-0.3	3.5	9.4	3.5	8.0	-2.1
Cn1c(=O)c2[nH]c(N3CCCCC3)nc2n(C)c1=O	-0.8	1.6	8.9	3.0	8.8	0.8	9.5	-15.1	2.5
COc1cccc(CNC(=O)Cn2nc(C)c3c(C)n(-c4ccc(C)cc4)nc3c2=O)c1OC	-4.1	0.5	15.7	-6.2	2.9	6.6	-1.1	16.0	-0.5
CC(=O)N1c2ccc(S(=O)(=O)N3CCC(C(=O)N4CCN(c5ccc(Cl)cc5)CC4)CC3)cc2CC1C (stereo not drawn)	-0.2	10.4	29.4	2.5	5.2	3.0	91.7*	-4.8	-4.1
CCc1nc(C)cn1S(=O)(=O)c1cc([N+](=O)[O-])ccc1Cl	-4.1	6.9	-5.8	14.2	19.1	-10.0	1.5	-11.0	4.4
Cc1ccc(SCC(=O)N2CCN(S(=O)(=O)c3cccs3)CC2)cc1	0.9	·	-2.4	·	2.7	·	·	·	0.7
Cc1c(NC(=O)OCc2ccccc2)c(=O)n(-c2ccccc2)n1C	0.5	-2.5	2.3	3.0	4.8	-10.7	0.5	-6.9	3.6
Cn1cc(Br)c(C(=O)Nc2ncc(Br)s2)n1	-11.5	-1.5	-5.1	0.2	-6.3	-3.3	3.1	-5.3	-8.3
NS(=O)(=O)c1ccc(CCNC(=O)C(=O)NCC2OCCN2S(=O)(=O)c2cccs2)cc1 (stereo not drawn)	-9.1	-0.6	8.2	-1.8	-1.7	-11.2	1.2	1.2	8.0
CNC(=O)c1cccc(N2CCCC2=O)c1	-2.6	-0.3	7.5	2.7	-2.2	-0.4	-10.5	-1.1	3.9
Cc1cccc(N2CCN(C(=O)c3ccc(CNc4c(N5CCC(C)CC5)c(=O)c4=O)cc3)CC2)c1C	-4.1	-0.9	20.4	1.9	3.5	-6.2	0.1	6.5	7.2
Cc1c(C(C)C)c(=O)n(-c2ccc(S(=O)(=O)NC3CC3)cc2)n1C	-3.9	-1.0	-3.9	-1.0	4.9	-5.9	1.8	-0.8	7.5
Cc1c(Cc2ccc3c(c2)OCO3)sc(NC(=O)c2cccc3ccccc23)c1C(N)=O	-3.7	-25.3	17.9	-3.8	-23.2	-4.3	-42.8	-13.2	-11.5
COc1ccc(Cl)cc1NC(=O)Nc1ccccc1C(N)=O	-6.3	-4.7	5.0	3.0	8.6	4.7	-0.1	4.7	-2.2
Cc1cccc(OCCCn2c(=O)oc3ccc(C)cc32)c1	-5.1	-4.0	-7.4	2.7	6.1	8.4	0.9	-1.9	4.0
CN(CC(=O)NC1CCCCCCC1)S(=O)(=O)c1cnc[nH]1	3.2	0.4	6.7	4.0	6.4	-5.4	-4.8	-10.4	0.0
O=c1c([N+](=O)[O-])c(O)c2ccccc2n1Cc1ccccc1	-1.7	-2.2	-0.1	0.9	9.1	1.4	-0.8	24.4	-4.8
COc1ccc(C(=O)CSc2ccc(-c3ccco3)nn2)cc1	0.8	-6.4	-4.6	0.4	8.8	-2.9	-5.3	2.2	4.2
CC(=O)c1ccc(OCc2cc(C(=O)N(C)Cc3cc(C)no3)no2)cc1	-2.4	3.1	5.9	-7.3	3.4	16.5	2.7	4.4	-2.2
C/C(=N\Nc1ccc(S(N)(=O)=O)cc1[N+](=O)[O-])c1cccnc1	1.1	-1.2	13.1	6.2	1.8	-1.1	-3.4	-11.0	11.8
COCCCNC(=O)c1ccccc1Sc1ccc(NC(C)=O)nc1	1.0	-3.0	2.3	-5.3	-0.1	-7.3	2.5	-2.2	2.6
COc1cc(C(=O)Nc2ccccc2C(=O)NCc2cccnc2)cc(OC)c1OC	2.3	-3.9	-1.7	2.0	6.6	3.5	-1.0	0.6	-8.2
COc1ccc(S(=O)(=O)NCC(c2ccc3c(c2)OCO3)N2CCN(c3ccccc3)CC2)cc1 (stereo not drawn)	-1.6	-1.2	6.1	8.8	5.4	16.6	6.3	-13.5	-0.5
CSc1cccc(NC(=S)N(Cc2ccccc2)Cc2cccnc2)c1	-1.5	-1.8	-2.5	11.1	6.4	5.2	1.8	9.0	3.0
Cc1cc(C)c2nc(N3C(=O)C(O)=C(C(=O)c4ccco4)C3c3cccc(O)c3)sc2c1 (stereo not drawn)	8.0	-9.4	15.8	·	5.1	·	-6.2	9.8	5.0
CCOC(=O)C1C(=O)CC(C)(O)C(C(=O)OCC)C1c1ccc2c(c1)OCO2 (stereo not drawn)	0.2	4.4	-3.5	-8.8	-2.2	-5.7	1.4	-13.2	-3.6
O=C(c1cn(-c2ccccc2)nc1-c1cccc(Br)c1)N1CCOCC1	-1.1	1.5	0.6	6.4	-4.7	-3.6	0.0	-8.8	2.7
Cn1c(=N)n(CC(O)c2cccs2)c2ccccc21 (stereo not drawn)	3.3	-2.6	3.8	0.7	5.0	3.5	-8.1	0.1	-2.3
C=CCS/C(N)=N\N=C\c1c(O)ccc2ccccc12	2.1	-2.4	24.0	9.6	10.4	-2.9	0.5	-2.0	8.8
CCCCn1c(SCC(=O)Nc2nccs2)nc2ccccc2c1=O	-1.1	-1.0	-1.8	5.4	-2.3	-0.8	2.2	9.2	-2.6
CCn1c(SCc2ccc(Cl)c(Cl)c2)nnc1C(C)NC(=O)c1ccc(OC)cc1 (stereo not drawn)	-2.0	3.0	3.3	-4.2	7.2	-4.7	1.6	-5.4	0.0
COc1cc(Cl)c(C)cc1NC(C)C(=O)Nc1cc(C(F)(F)F)ccc1N1CCOCC1 (stereo not drawn)	2.6	-2.4	11.7	3.2	-1.5	6.0	-7.8	8.8	0.1
CC(=O)Nc1cccc(C(=O)/C=C/c2ccc(N(C)C)cc2)c1	-6.6	-18.1	-12.0	-11.5	-9.8	-6.3	-23.1	1.4	-16.4
O=C(Cc1ccc(Cl)cc1)Nc1ccc(Br)cn1	-2.3	1.3	-4.6	1.3	8.8	4.2	4.4	-9.3	4.1
O=C(NNC(=O)c1cc2ccccc2o1)c1ccc(Cl)cc1	2.7	-1.9	-4.2	9.1	4.5	-6.6	-5.3	-16.7	0.3
COCCN(CCOC)C(=O)C1CCCN(S(=O)(=O)c2ccc(NC(=O)OC)cc2)C1 (stereo not drawn)	-1.5	1.8	1.0	-6.5	-0.2	-7.6	2.5	3.8	-5.6
CC(C)[C@@H](N)C(=O)N/N=C/c1ccc2nccnc2c1	-6.4	2.0	7.3	-6.5	9.6	-16.2	-1.2	-11.8	3.5
COc1cccc2cc(-c3cn4ccc(C)cc4n3)c(=O)oc12	0.1	1.9	2.6	-0.2	4.0	12.4	2.2	3.7	2.9
COc1ccc(-n2c(=O)c(CCC(=O)N(C)Cc3cccs3)nc3ccccc32)cc1	1.7	-1.4	4.1	-6.2	-3.6	-3.4	-3.0	-1.2	-1.3
CCCCn1c(N)c(N(CCC(C)C)C(=O)CCN2C(=O)C3CC=CCC3C2=O)c(=O)[nH]c1=O (stereo not drawn)	-8.0	2.5	10.3	7.4	0.0	0.0	-0.1	2.0	-3.5
O=C(CN1C(=O)/C(=C/c2ccccc2)SC1=S)Nc1cccnc1	-7.9	-6.3	11.4	-0.7	4.7	-0.1	-2.3	3.1	-3.6
Cc1n[nH]c(=O)c2c(NC(=O)CSc3nc4ccccc4c(=O)n3-c3ccc(OC(F)F)cc3)oc(C)c12	-0.8	2.4	5.0	5.8	9.7	3.3	-3.8	21.8	-1.9
NS(=O)(=O)c1ccc2nc(NC(=O)c3ccncc3)sc2c1	-2.5	0.8	0.4	-2.0	-5.1	-3.5	0.6	-2.9	7.4
CC[n+]1ccccc1/C=C1\Sc2ccc(C)cc2N1C	2.8	0.1	26.2	-0.2	5.5	-9.5	-3.0	-14.1	3.7
Clc1ccc(Cl)c(OCCCCN2CCNCC2)c1	2.4	0.1	-14.6	3.2	3.8	13.7	0.1	8.7	-1.9
O=C(CNS(=O)(=O)c1c(Cl)cccc1Cl)OCc1csc(-c2ccccc2)n1	-2.3	-4.4	-23.6	8.4	12.2	2.0	-1.6	-12.1	0.3
CCN(CC)C(=O)[C@H]1CC(CC(=O)NCCc2ccccn2)C(=O)N2CCc3c([nH]c4ccccc34)[C@]12C (stereo partly drawn)	1.2	·	12.7	·	9.5	·	·	·	3.6
Cc1cccc(NC(=O)CSc2cccc3cccnc23)c1	0.7	-3.3	-5.1	13.9	13.4	-3.1	-0.7	-19.8	-3.9
COCCn1c(SCC(=O)N2CCCCC2)nc2ccccc2c1=O	1.5	-0.1	10.0	2.4	5.4	-6.2	-0.8	3.3	0.7
O=C(CN1C(=O)NC2(CCCCC2)C1=O)Nc1ccc2[nH]c(=O)[nH]c2c1	1.1	-1.2	11.9	·	8.8	·	-4.1	-0.4	4.3
N#Cc1cccc(NC(=O)CCNC(=O)c2ccccc2Cl)c1	1.7	3.7	23.1	-3.5	-4.2	6.1	9.1	-0.6	-0.2
O=C(Nc1nnc(-c2ccc(F)cc2)s1)Nc1ccccc1F	1.5	-1.0	-3.3	4.3	·	2.2	-0.2	8.3	·
Cc1nnc(-c2ccc(Oc3ccc(Cl)cc3)c([N+](=O)[O-])c2)o1	-4.3	-0.5	-1.1	1.4	2.2	4.6	8.8	-16.2	1.8
Cc1noc(C)c1S(=O)(=O)N1CCC(C(=O)NC2CCN(Cc3ccccc3)CC2)CC1	2.9	4.3	20.7	2.2	2.6	11.9	3.1	-10.6	-4.6
CC(C)c1nnc(NC(=O)c2cccs2)s1	-2.3	2.0	-6.5	-6.4	10.1	-0.1	2.5	-0.3	1.4
Cn1cc(C(=O)c2ccc(Cl)cc2Cl)cc1C(=O)N/N=C(\N)COc1ccc(Cl)cc1Cl	-3.0	-7.6	7.5	-38.1	8.3	1.7	-10.4	7.2	-5.8
(list continues)
SMILES	PAD4 FP inh	LYPLA1 counter	PREPL inh	GSTO1 counter	PAFAH1B3 inh	EBNA-1 inhibitor	LYPLA2 counter	ZTA counter	PAFAH2 FP inh
O=C(c1ccc(NS(=O)(=O)c2ccccc2)cc1)N1CCN(Cc2ccc3c(c2)OCO3)CC1	-3.0	-1.3	12.5	-7.5	-0.4	3.6	4.9	10.8	3.1
COc1cc(OC)c2c(-c3ccccc3)cc(=O)oc2c1C(CC(=O)N1CCN(c2ccccc2)CC1)c1ccc(N(C)C)cc1 (stereo not drawn)	-0.1	-2.1	40.6	8.9	-1.5	-6.1	-4.7	3.1	-0.9
O=C(c1cnn2c(C(F)(F)F)cc(-c3ccc(F)cc3)nc12)N1CCc2ccccc2C1	-2.5	-4.9	5.7	4.4	5.4	5.1	-4.5	12.1	-3.2
c1ccc(SCc2nc(-c3ccncc3)no2)cc1	-4.4	-3.4	1.8	4.2	4.8	2.0	6.0	6.7	6.2
Fc1cccc(Cl)c1-c1nnc2ccc3ccccc3n12	-4.9	-1.0	-8.6	7.9	5.1	5.8	-0.8	4.1	6.1

Bioassay records from PubChem BioAssay.

A portion of the library; count on the stated rates, not on these rows.
